PHOSPHO1 inh – PHOSPHO1 (human) inhibition; recombinant PHOSPHO1, absorbance phosphatase assay; inhibition, % at 13.3 µM; Q8TCT1; actives 1.1% (n = 290,000); AID 1565; in the data active = inhibition above about 60%
Target sequence (Q8TCT1 whole entry, looked up): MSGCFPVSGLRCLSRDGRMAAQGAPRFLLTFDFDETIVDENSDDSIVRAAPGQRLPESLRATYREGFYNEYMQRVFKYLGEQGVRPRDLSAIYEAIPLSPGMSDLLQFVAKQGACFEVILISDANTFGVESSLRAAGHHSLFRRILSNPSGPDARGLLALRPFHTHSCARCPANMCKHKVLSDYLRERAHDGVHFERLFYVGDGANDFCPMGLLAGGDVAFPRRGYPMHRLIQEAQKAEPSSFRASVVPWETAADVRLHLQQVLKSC
FID counter – displaces DNA intercalator in HCV helicase counter-screen. DNA fluorescent intercalator displacement, fluorescence. inhibition, % at 7.9 µM. actives 0.17% (n = 290,000). AID 1845; in the data active = inhibition above about 37%;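 also: 0% = vehicle and 100% = reference compound; higher means more ethidium bromide displaced from hairpin DNA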
HCV NS3 hel inh – HCV NS3 helicase inhibition | NS3 helicase DNA unwinding, Cy5 molecular beacon fluorescence | inhibition, % at 10.9 µM | actives 0.56% (n = 290,000);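 active = inhibition above the mean of all tested compounds plus 3 SD, set per campaign, cut at about 35% in these data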;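 also: 0% = DMSO wells and 100% = thioflavine S control wells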
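assay system = NS3 helicase fragment of HCV | buffer or medium = MOPS pH 6.5, MgCl2, DTT, Tween20, BSA | timing = 60 min unwinding reaction at 25 °C after ATP addition | signal = Cy5 beacon fluorescence read at start and 1 h | read-out basis = % inhibition of unwinding | control set = low DMSO, high thioflavine S at 110 µM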
SUMO HTRF inh – SUMOylation inhibition | HTRF SUMOylation assay, SAE1/SAE2 + UBC9, in vitro | inhibition, % at 35 µM | actives 0.36% (n = 290,000) | AID 2006; in the data active = inhibition above about 50%, passing the limit was not always enough; also: strong numbers were not always called active
Target sequence (P63279 whole entry, looked up): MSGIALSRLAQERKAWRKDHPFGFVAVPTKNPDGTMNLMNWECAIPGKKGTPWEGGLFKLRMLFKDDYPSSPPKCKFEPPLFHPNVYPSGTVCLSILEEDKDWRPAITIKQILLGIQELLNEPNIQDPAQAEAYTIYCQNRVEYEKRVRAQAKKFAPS
VIM-2 inhibitor – blocks Pseudomonas aeruginosa VIM-2 metallo-beta-lactamase; purified VIM-2, nitrocefin hydrolysis, epi-absorbance fluorescence; inhibition, % at 5.6 µM; actives 0.89% (n = 290,000);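 active = inhibition above the mean of all tested compounds plus 3 SD, cutoff set per screening run, cut at about 7.5% in these data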;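 also: red hydrolysis product quenches plate fluorescence so inhibitors raise well fluorescence; 0% = enzyme with DMSO and 100% = DMSO without enzyme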
p-CIP stab down – p/CIP protein destabilization | Q05BA5 | F442A p/CIP-EGFP cells, EGFP fluorescence, 16 h | decrease of EGFP signal, % at 10 µM | actives 0.01% (n = 290,000) | AID 1984;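 active = EGFP signal decrease of at least 30% at 10 µM or well 3 SD below plate mean, unless failing retest; inactive = the rest, including hits failing retest or dose response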; also: some compounds called inactive have numbers as strong as hits; many of its hits are not listed in these tables
IMP-1 inhibitor – blocks Pseudomonas aeruginosa IMP-1 metallo-beta-lactamase | purified IMP-1, nitrocefin hydrolysis, epi-absorbance fluorescence | inhibition, % at 5.6 µM | actives 0.45% (n = 290,000);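 active = inhibition above the mean plus 3 SD of all compounds in the same screening run, cut at about 4.5% in these data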;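 also: 0% = IMP-1 with DMSO and 100% = DMSO wells lacking enzyme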
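System: Purified recombinant IMP-1 metallo-beta-lactamase enzyme | Measured by: Fluorescence quenching readout, ex 480/em 530 nm | Replication: Singlicate | Incubation: 15 min preincubation plus 25 min reaction at 25 °C | Evaluation: Percent inhibition from optical density relative to buffer-blank wells | Benchmarks: DMSO with and without IMP-1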
IDE cell activ – boosts human insulin-degrading enzyme activity in HEK cells | P14735 | FAbeta-B cleavage, fluorescence polarization; 0% vehicle, 100% cell-free pure enzyme wells | activation, % at 5.96 µM | actives 0.073% (n = 340,000) | AID 493087;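 active = activation above the mean of all tested compounds plus 3 SD, set per screening campaign, cut at about 17% in these data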
MEKK3 PB1 HTS – modulators (inhibitors or enhancers) of MEK5 binding to human MEKK3 PB1 domain. Q99759. bead-based flow cytometry, Alexa488-MEK5 binding to MEKK3; actives lie on both sides; 0 = blocked by unlabeled MEK5, 100 = vehicle. binding response (% of control), % at 10 µM. actives 1.4% (n = 290,000). AID 1529;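 active = binding response more than 3 SD above or below the average of its plate-row segment, actives on both sides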;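 also: Alexa488 bead fluorescence after subtracting the streptavidin-only scavenger bead signal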
Target sequence (Q99759 whole entry, looked up, the tested form may be a part): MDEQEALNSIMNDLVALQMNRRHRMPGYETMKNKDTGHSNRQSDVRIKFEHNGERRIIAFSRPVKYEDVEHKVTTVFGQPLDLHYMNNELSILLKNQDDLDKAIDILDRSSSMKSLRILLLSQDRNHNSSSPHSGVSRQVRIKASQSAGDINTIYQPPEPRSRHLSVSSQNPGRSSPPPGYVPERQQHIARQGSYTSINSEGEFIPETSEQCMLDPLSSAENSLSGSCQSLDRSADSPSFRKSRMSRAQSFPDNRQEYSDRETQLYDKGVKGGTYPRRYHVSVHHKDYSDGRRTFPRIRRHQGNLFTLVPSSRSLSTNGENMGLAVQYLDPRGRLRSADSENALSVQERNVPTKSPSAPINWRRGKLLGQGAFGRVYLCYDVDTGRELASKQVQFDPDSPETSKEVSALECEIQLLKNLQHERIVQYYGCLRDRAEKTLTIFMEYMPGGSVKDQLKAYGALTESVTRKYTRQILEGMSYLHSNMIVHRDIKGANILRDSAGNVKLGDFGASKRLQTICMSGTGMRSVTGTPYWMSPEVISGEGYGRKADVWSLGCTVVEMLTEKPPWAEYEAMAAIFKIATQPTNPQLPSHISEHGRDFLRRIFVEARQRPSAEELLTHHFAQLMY
* marks the source's active call; other numbers are inactive results; . = not tested or not shown; [ ] = dose if it differs, or a comment. Not all compounds are listed; count on the stated rates, not on these rows.

compound	PHOSPHO1 inh	FID counter	HCV NS3 hel inh	SUMO HTRF inh	VIM-2 inhibitor	p-CIP stab down	IMP-1 inhibitor	IDE cell activ	MEKK3 PB1 HTS
Cc1ccc(-c2cc(C(=O)NCc3cnn(C)c3C)c3cc(Br)ccc3n2)cc1	-3.5	-4.1	3.9	-1.9	-0.6	2.3	-2.2	2.6	106.0
COCCOC(=O)C1=C(C)NC2=C(C(=O)CC(C)(C)C2)C1c1ccc2c(c1)OCO2 (stereo not given)	-17.5	-21.2	3.4	32.0	-1.4	-13.4	-3.2	4.0	104.0
CCOC(=O)c1cc2c(=O)[nH]ccc2nc1C	34.1	1.2	3.6	3.5	3.0	-10.2	-1.2	-1.9	89.0
Cc1ccc2nc(Nc3ncc4c(n3)CC(C)(C)CC4=O)nc(C)c2c1	36.7	1.6	1.2	7.0	-2.6	-11.7	-2.5	-4.2	102.0
CCOC(=O)CSc1nc2c(c(=O)n(C)c(=O)n2C)n1CCCc1ccccc1	2.6	-5.4	7.2	6.1	-4.1	-4.6	-6.2	1.6	105.0
CC1(C)OC(=O)C(=C2CCCN2)C(=O)O1	-5.8	1.9	-0.1	-23.0	0.2	5.2	-3.9	1.4	.
O=C(NCc1cccs1)C1CCN(S(=O)(=O)c2cccc3nsnc23)CC1	-17.6	-0.6	10.0	8.3	-2.3	1.6	-2.7	0.4	100.0
COCCn1c(SCC(=O)c2ccc3c(c2)OCCO3)nnc1-c1ccoc1C	-16.2	-14.2	-16.0	22.2	-1.6	-8.5	-2.0	10.4	94.0
Cn1c(=O)c2c(ncn2CC(=O)Nc2ccc(Cl)cc2Cl)n(C)c1=O	28.7	-2.8	5.6	21.4	-2.4	-9.8	-2.1	5.6	102.0
O=S(=O)(c1cc(Br)ccc1Br)N1CCCCCC1	-14.7	-13.8	2.5	2.3	-1.5	-11.1	-2.0	3.1	105.0
CC(/C=C/c1ccccc1)=N/NC(=O)c1cccc(Br)c1	23.4	-2.5	4.1	33.5	-2.5	-20.2	-1.2	-2.8	100.0
O=C(Nc1ccc(-n2cnnn2)cc1)C1CCCN1C(=O)NC1CCCCC1 (stereo not given)	13.4	-2.1	-0.2	26.6	-1.7	-3.6	-2.7	6.2	100.0
CCOC(=O)c1nc(C)[nH]c1C(=O)OCC	24.5	3.1	0.4	17.6	-1.5	-11.1	-0.6	-2.6	99.0
CSc1ccccc1OCc1cc(C(=O)NC(C)Cc2cccc(C)n2)no1 (stereo not given)	7.5	-19.1	-8.7	10.7	2.1	1.4	-2.0	5.9	102.0
N#Cc1c(NC(=O)CSc2nnc(-c3ccccc3)o2)sc2c1CCCC2	9.7	-5.4	26.2	-3.8	0.8	-1.4	0.1	8.0	103.0
O=C(Nc1ccc(Cl)cc1)C1CCC(=O)N1Cc1ccccc1Cl (stereo not given)	39.3	-13.4	2.1	-19.8	0.1	-3.0	-3.4	1.4	103.0
O=C(Cc1cccs1)NCCn1ccc2ccccc21	1.2	-2.5	-2.1	2.5	-0.2	-10.5	-2.6	11.3	103.0
Cc1cccc(NC(=O)CSc2nccn2Cc2ccco2)c1C	43.1	-17.4	0.9	1.6	-2.3	1.8	-2.6	4.8	101.0
O=C(CSc1nnnn1-c1ccc2c(c1)OCCO2)OC1CCCCC1	-29.6	-20.1	-5.0	-26.0	-1.7	-3.1	-1.5	4.7	105.0
Cc1cc(OCC(=O)N2CCCC2)ccc1Cl	-22.1	-0.8	-5.0	19.8	-0.4	-16.0	-2.8	6.3	100.0
O=[N+]([O-])c1ccc(Cl)c(/C=N/n2c(-c3ccncc3)n[nH]c2=S)c1	-83.3	1.1	0.9	12.4	-4.5	-15.3	-2.3	5.6	106.0
COc1cccc(C(=O)Nc2ccc(N3CCN(C(=O)c4cccs4)CC3)cc2)c1	32.5	-43.1	8.1	11.7	-1.6	-15.3	-0.1	-6.0	101.0
COc1ccc(Oc2nc3c(C)cccn3c(=O)c2/C=C(\C#N)C(N)=O)cc1	-8.1	-3.1	-2.8	14.8	-0.5	0.5	-2.9	3.5	90.0
Cn1c(NC(=O)c2ccc(F)cc2)c(-c2cccs2)c(=O)c2ccccc21	16.0	-1.4	7.3	6.0	-1.7	3.4	-2.1	0.1	102.0
CC1CCN(S(=O)(=O)c2ccccc2)CC1	.	-2.7	2.1	1.3	-1.4	4.1	-1.4	8.2	109.0
OCCN(Cc1ccccc1)Cc1ccccc1F	1.3	5.6	6.6	2.6	0.7	1.1	-2.5	11.0	98.0
C(=N\NC1=Nc2cccc3cccc1c23)/c1ccccc1	0.1	-5.4	-4.4	-18.2	-0.9	-13.6	-1.2	-1.1	101.0
O=C(O)c1cn(-c2ccccc2)nc1-c1ccncc1	-6.1	-1.6	-3.5	25.4	-4.7	2.6	-4.2	2.9	105.0
Cc1nc2ccc(F)cc2cc1C(=O)NC(C)C	19.2	0.8	3.0	19.1	-1.0	-4.7	-4.1	-2.5	100.0
[S-]C(=Nc1ccc(Cl)cc1)N[n+]1ccccc1	28.4	-3.8	-4.8	-6.0	-4.6	3.9	-3.6	2.4	105.0

Entries of single compounds, quoted from the list:
`CC1(C)OC(=O)C(=C2CCCN2)C(=O)O1` across the screens: PHOSPHO1 inh: -5.8; FID counter: 1.9; HCV NS3 hel inh: -0.1; SUMO HTRF inh: -23.0; VIM-2 inhibitor: 0.2; p-CIP stab down: 5.2; IMP-1 inhibitor: -3.9; IDE cell activ: 1.4; MEKK3 PB1 HTS: .
`Cc1ccc(-c2cc(C(=O)NCc3cnn(C)c3C)c3cc(Br)ccc3n2)cc1` across the screens: PHOSPHO1 inh: -3.5; FID counter: -4.1; HCV NS3 hel inh: 3.9; SUMO HTRF inh: -1.9; VIM-2 inhibitor: -0.6; p-CIP stab down: 2.3; IMP-1 inhibitor: -2.2; IDE cell activ: 2.6; MEKK3 PB1 HTS: 106.0

The listing continues.
compound	PHOSPHO1 inh	FID counter	HCV NS3 hel inh	SUMO HTRF inh	VIM-2 inhibitor	p-CIP stab down	IMP-1 inhibitor	IDE cell activ	MEKK3 PB1 HTS
O=C(N=C1c2ccccc2CN1c1ccc(F)cc1)c1ccc(Cl)nc1	-9.0	-3.1	3.9	-0.5	-1.9	-9.1	-1.5	1.4	100.0
O=C(NCc1ccc(F)cc1)C1CCN(S(=O)(=O)c2ccc(Br)s2)CC1	32.0	-32.8	-5.1	4.6	-2.4	-0.7	-4.1	-0.1	97.0
CCOC(=O)c1cc(NC(=O)C2C3C=CC(O3)C2C(=O)O)cc(C(=O)OCC)c1 (stereo not given)	47.1	-6.2	-0.1	11.2	-1.9	6.6	-2.6	2.4	105.0
CC(C)Oc1cccc(C(=O)C2CCCN(C(=O)CCc3cnn(C)c3)C2)c1 (stereo not given)	27.6	-27.9	2.5	28.3	-0.8	-9.6	-1.0	4.7	102.0
Cc1ccc2c(c1)N(CC(=O)N1CCCCCC1)C(=O)c1cccnc1O2	26.3	-24.6	3.3	13.6	-5.5	-7.7	-1.9	4.3	103.0
C[C@H](NC(=O)[C@@H]1CSC2c3ccccc3C(=O)N21)C(=O)NC1CCCC1 (stereo not given in full)	17.4	-15.1	-1.4	5.1	-0.9	14.6	-1.8	2.4	106.0
O=C(CCCSc1ccccc1)Nc1nc(-c2ccco2)c(-c2ccco2)s1	-4.9	-18.6	91.8*	78.8*	-3.5	-25.7	-0.6	-0.8	98.0
Cc1ccccc1S(=O)(=O)/N=C(/Nc1c(C)n(C)n(-c2ccccc2)c1=O)c1ccccc1	3.2	-20.1	-11.8	4.7	1.9	5.2	-1.2	10.0	92.0
CC(C)C[C@H](NC(=O)c1nc[nH]c1C(=O)N1CCc2ccccc2C1)C(=O)OCc1ccccc1	26.5	.	.	-41.8	.	1.1	.	-5.8	97.0
Cc1snc(S(=O)(=O)Cc2c(Cl)cccc2Cl)c1C#N	-1.1	0.5	3.9	25.7	0.4	-9.8	-1.9	4.4	107.0
Cc1cc(N/N=C/c2cccc(Cl)c2)nc(NCc2ccccc2)n1	-2.0	0.5	-88.9	-44.0	-0.6	5.0	-3.0	5.2	99.0
COCCNC(=S)Nc1ccccc1Cc1ccccc1	-1.3	-8.1	-0.7	-3.6	-0.6	-21.2	-1.0	4.9	102.0
Cc1cc2cc(CNC(=O)c3cccs3)ccc2[nH]1	-30.2	-3.0	-64.9	18.4	-1.1	-11.4	-1.7	1.8	73.0*[inhibitor]
CCOC(=O)Cn1c(=O)c2c(nc(Br)n2Cc2ccccc2Cl)n(C)c1=O	-6.8	-14.6	4.0	-7.6	-6.3	-6.5	-3.9	6.0	112.0
CC1(C)CC(=O)C2=C(C1)OC1OC(=O)CC21C (stereo not given)	16.5	-0.3	14.7	9.1	0.5	2.2	1.1	1.1	95.0
Nc1nc(Nc2ccccc2F)nc(NCCO)c1[N+](=O)[O-]	19.1	0.8	9.1	9.9	-2.0	-4.8	-1.8	.	88.0
O=C(Nc1nnc(C2CC2)s1)c1n[nH]c(=O)c2ccccc12	27.3	-8.8	-9.5	7.1	-1.5	-15.7	-3.6	4.7	94.0
CC(NC=C1C(=O)OC(C)(C)OC1=O)C(=O)O (stereo not given)	-3.7	5.5	-5.4	12.6	3.1	11.6	1.3	7.3	100.0
C=C1C(=O)[C@@]23[C@H](O)C[C@@H]4C(C)(C)CC[C@H](O)[C@]4(C)[C@@H]2C[C@H](O)[C@@H]1[C@H]3O	15.8	-3.5	-3.8	7.8	-1.4	-10.3	-3.2	-1.4	101.0
O=C(CSc1nnc(-c2ccco2)n1Cc1ccccc1)NC(=O)NCc1ccco1	29.0	-42.7	-1.3	13.4	-3.8	7.9	-4.7	4.0	110.0
COC(=O)C1C2C=CC3(CN(c4ccc(Cl)c(F)c4)C(=O)C13)O2 (stereo not given)	18.2	6.1	-1.3	-10.8	0.3	16.5	-1.4	6.7	105.0

Filtered by structure: those above with an aryl thioether with sulfur outside any ring.
compound	PHOSPHO1 inh	FID counter	HCV NS3 hel inh	SUMO HTRF inh	VIM-2 inhibitor	p-CIP stab down	IMP-1 inhibitor	IDE cell activ	MEKK3 PB1 HTS
CCOC(=O)CSc1nc2c(c(=O)n(C)c(=O)n2C)n1CCCc1ccccc1	2.6	-5.4	7.2	6.1	-4.1	-4.6	-6.2	1.6	105.0
COCCn1c(SCC(=O)c2ccc3c(c2)OCCO3)nnc1-c1ccoc1C	-16.2	-14.2	-16.0	22.2	-1.6	-8.5	-2.0	10.4	94.0
CSc1ccccc1OCc1cc(C(=O)NC(C)Cc2cccc(C)n2)no1 (stereo not given)	7.5	-19.1	-8.7	10.7	2.1	1.4	-2.0	5.9	102.0
N#Cc1c(NC(=O)CSc2nnc(-c3ccccc3)o2)sc2c1CCCC2	9.7	-5.4	26.2	-3.8	0.8	-1.4	0.1	8.0	103.0
Cc1cccc(NC(=O)CSc2nccn2Cc2ccco2)c1C	43.1	-17.4	0.9	1.6	-2.3	1.8	-2.6	4.8	101.0
O=C(CSc1nnnn1-c1ccc2c(c1)OCCO2)OC1CCCCC1	-29.6	-20.1	-5.0	-26.0	-1.7	-3.1	-1.5	4.7	105.0
O=C(CCCSc1ccccc1)Nc1nc(-c2ccco2)c(-c2ccco2)s1	-4.9	-18.6	91.8*	78.8*	-3.5	-25.7	-0.6	-0.8	98.0
O=C(CSc1nnc(-c2ccco2)n1Cc1ccccc1)NC(=O)NCc1ccco1	29.0	-42.7	-1.3	13.4	-3.8	7.9	-4.7	4.0	110.0
